# Screening data from PubChem BioAssay.
# RNase H inhibition – RNase H inhibition, HIV 1 Gag Pol polyprotein, FRET biochemical assay, screening (AID 372); HIV-1 RT RNase H, FRET RNA/DNA substrate fluorescence; higher % means a stronger effect; one-dose inhibition, % at 10 µM; IC50 in µM for titrated hits; 100,000 compounds, 0.77% hits; in the data active = inhibition above about 50%
# The depositor's hits bear a star.
SMILES,RNase H inhibition
S=C(NCC1OCCc2ccccc21)Nc1ccccc1 (centres undefined),0.0%
CCN(CC)CCn1c2ccccc2n2cc(C(C)(C)C)nc12,3.0%
C=CCN1C(=O)/C(=C\c2ccc(Cl)cc2)C(C(=O)OCC)=C1C,16.0%
C=CCN1C(=O)/C(=C\c2ccc(C=O)cc2)SC1=S,24.0%
CCOc1ccccc1NC(=O)COc1c(C)cc(C)cc1C,9.0%
O=c1[nH]c2ccccc2nc1/C=C(\O)c1ccccc1,2.0%
CCCCOc1cccc(C(=O)N2CCN(c3ccc([N+](=O)[O-])cc3)CC2)c1,11.0%
O=C(Cc1ccccc1[N+](=O)[O-])NCC1CCCO1 (centres undefined),17.0%
COc1ccc(N(CC(N)=O)S(=O)(=O)c2ccc(C)cc2)cc1,0.0%
CCOc1cc(C2NC(=S)NC(C)=C2C(=O)Nc2ccc(OC)cc2)ccc1O (centres undefined),18.0%
COC(=O)C1=C(C)N(CCc2ccccc2)C(=O)C1,0.0%
CCOC(=O)c1c(C)oc2ccc(NS(=O)(=O)c3cc(C)ccc3C)cc12,22.0%
CN1CCN(CCOCCOc2cc(Cl)ccc2Cl)CC1,9.0%
O=C(Nc1ccc(Cl)c(Cl)c1)OCCOc1ccc(Cl)cc1Br,42.0%
COCCCNC(=S)Nc1ccc(Cl)cc1Cl,0.0%
CCCCOC(C)n1cc(C)c(=O)[nH]c1=O (centres undefined),15.0%
COc1cc(C(=O)Nc2ccc3oc(-c4ccc(I)cc4)nc3c2)cc(OC)c1OC,14.0%
CCCCOC(=O)CCN1C(=O)/C(=C/c2ccc(C)cc2)SC1=S,12.0%
Cc1ccc(N=C2SC(C(=O)O)CC(=O)N2C)cc1Cl (centres undefined),9.0%
O=C(COc1c(Br)cc(Br)cc1Br)N/N=C/c1ccc(OC(=O)c2ccccc2Br)cc1,15.0%
COc1ccc(Br)c(/C=N/NC(=O)CC(=O)N/N=C/c2cc(OC)ccc2Br)c1,9.0%
COc1ccc(/C=C(\NC(=O)c2ccccc2)C(=O)Nc2ccc(OC)cc2)cc1,8.0%
COc1ccc(N2C(=O)c3ccc(C(=O)Nc4ccccc4I)cc3C2=O)cc1,25.0%
CSc1ccc(S(=O)(=O)N(CC(=O)Nc2ccc(C)cc2C)c2ccc(C)cc2)cc1,14.0%
[O-]/[N+](Cc1ccccc1)=N\OCc1ccccc1,7.0%
COc1ccc(-c2csc(/C(C#N)=C/c3ccc(O)c(O)c3)n2)cc1OC,84.0%*
CC(=NCc1ccccc1)c1c(O)[nH]c2ccccc12,46.0%
CS(=O)(=O)N(CC(=O)Nc1ccc(I)cc1)c1ccc(Oc2ccccc2)cc1,15.0%
O=C(O)c1cccc(Nc2c([N+](=O)[O-])cncc2[N+](=O)[O-])c1,7.0%
CC(NCCC(=O)O)c1ccccc1 (centres undefined),0.0%
C=CCn1c(SCC(=O)O)nnc1-c1ccc(OC)cc1,0.0%
CCOC(=O)C1=C(O)c2ccccc2C(=O)/C1=C\c1ccc(F)cc1,18.0%
O=C(O)c1ccccc1N=Cc1cc(Cl)ccc1O,14.0%
CCSc1nnc(NC(=O)c2ccc([N+](=O)[O-])cc2[N+](=O)[O-])s1,9.0%
Cc1cccc(NC(=O)/C(C#N)=C\c2ccc3c(c2)OCO3)c1,8.0%
COC(=O)c1ccc(-n2c(C)cc(/C=C3/SC(N)=NC3=O)c2C)cc1,15.0%
O=C(COc1ccc([N+](=O)[O-])cc1)Nc1cccc(-c2nc3cc(Cl)ccc3o2)c1,7.0%
CCc1c(C)c(C#N)c2nc3ccccc3n2c1NCCCO,8.0%
COc1cccc(-c2cc(C(=O)Nc3ccc(S(=O)(=O)Nc4nccc(C)n4)cc3)c3ccccc3n2)c1,9.0%
O=C(Nc1ccc2oc(-c3ccc(Cl)cc3Cl)nc2c1)c1ccc2c(c1)OCCO2,3.0%
CC1(C)CC(=O)C(C=Nc2cc(Cl)ccc2Oc2ccccc2)=C(O)C1,10.0%
Cc1cc(/C=C2\C(=O)NC(=O)N(c3cccc(Cl)c3)C2=O)c(C)n1-c1cccnc1,20.0%
COc1ccc(NC(=O)O/N=C(\c2ccccc2)c2ccncc2)cc1,5.0%
O=C(NC(NC(=S)Nc1ccccc1Br)C(Cl)(Cl)Cl)c1ccccc1 (centres undefined),8.0%
COc1ccc(N(CC(=O)Nc2ccccc2C)S(=O)(=O)c2ccccc2)cc1Cl,9.0%
CCC1CCc2c(sc(NC(=O)c3cc(-c4ccc(C)cc4C)nc4ccccc34)c2C(=O)OC)C1 (centres undefined),0.0%
Cc1ccc(N(Cc2ccc(C(=O)NC3CCCC3)cc2)S(C)(=O)=O)cc1C,0.0%
COc1cc(OC)c(/C=C2\C(=O)NC(=O)N(c3ccccc3C)C2=O)c(OC)c1,0.0%
O=C(c1cccc(Br)c1)N1CCN(c2ccc(C(F)(F)F)cc2[N+](=O)[O-])CC1,5.0%
Cc1ccc(S(=O)(=O)N/N=C/c2ccc3c(c2)OCO3)cc1[N+](=O)[O-],1.0%

# 18 structures already listed, arranged by length of the SMILES, high to low.
SMILES,RNase H inhibition
COc1cccc(-c2cc(C(=O)Nc3ccc(S(=O)(=O)Nc4nccc(C)n4)cc3)c3ccccc3n2)c1,9.0%
CCC1CCc2c(sc(NC(=O)c3cc(-c4ccc(C)cc4C)nc4ccccc34)c2C(=O)OC)C1 (centres undefined),0.0%
O=C(COc1ccc([N+](=O)[O-])cc1)Nc1cccc(-c2nc3cc(Cl)ccc3o2)c1,7.0%
O=C(c1cccc(Br)c1)N1CCN(c2ccc(C(F)(F)F)cc2[N+](=O)[O-])CC1,5.0%
CSc1ccc(S(=O)(=O)N(CC(=O)Nc2ccc(C)cc2C)c2ccc(C)cc2)cc1,14.0%
COc1cc(OC)c(/C=C2\C(=O)NC(=O)N(c3ccccc3C)C2=O)c(OC)c1,0.0%
O=C(Nc1ccc2oc(-c3ccc(Cl)cc3Cl)nc2c1)c1ccc2c(c1)OCCO2,3.0%
O=C(O)c1cccc(Nc2c([N+](=O)[O-])cncc2[N+](=O)[O-])c1,7.0%
COc1ccc(N(CC(=O)Nc2ccccc2C)S(=O)(=O)c2ccccc2)cc1Cl,9.0%
Cc1ccc(N(Cc2ccc(C(=O)NC3CCCC3)cc2)S(C)(=O)=O)cc1C,0.0%
COc1ccc(-c2csc(/C(C#N)=C/c3ccc(O)c(O)c3)n2)cc1OC,84.0%*
CC1(C)CC(=O)C(C=Nc2cc(Cl)ccc2Oc2ccccc2)=C(O)C1,10.0%
O=C(NC(NC(=S)Nc1ccccc1Br)C(Cl)(Cl)Cl)c1ccccc1 (centres undefined),8.0%
COc1ccc(NC(=O)O/N=C(\c2ccccc2)c2ccncc2)cc1,5.0%
CCc1c(C)c(C#N)c2nc3ccccc3n2c1NCCCO,8.0%
[O-]/[N+](Cc1ccccc1)=N\OCc1ccccc1,7.0%
O=C(O)c1ccccc1N=Cc1cc(Cl)ccc1O,14.0%
CC(NCCC(=O)O)c1ccccc1 (centres undefined),0.0%

# Next structures:
SMILES,RNase H inhibition
Cc1ccc(C)c(NC(=O)c2ccc([N+](=O)[O-])c(C)c2)c1,5.0%
COc1ccc(NC(=O)COC(=O)C(CCSC)NC(=O)c2ccccc2)cc1 (centres undefined),5.0%
COc1cc2c(cc1OC)C1(CCOCC1)CN(C)C2,8.0%
Cc1cccc(NC(=O)c2ccccc2NC(=O)c2cccs2)c1C,17.0%
COc1cc(C=Nc2ccccc2)cc(OC)c1O,13.0%
Cn1c2c(c(=O)[nH]c1=O)C(c1cccc(Cl)c1Cl)C1=C(N2)c2ccccc2C1=O (centres undefined),15.0%
O=C(Nc1ccc(F)cc1)c1ccc(-c2ccc(Cl)cc2Cl)o1,13.0%
COc1ccc2ccccc2c1/C=N/Nc1ccccc1[N+](=O)[O-],3.0%
CC(C)c1ccc(N2C(=O)NC(=O)/C(=C/c3ccc([N+](=O)[O-])o3)C2=O)cc1,6.0%
COc1ccc(CCN2C(=O)c3cccc4cccc(c34)C2=O)cc1OC,14.0%
Cc1cccc(OCC(=O)NNC(=O)c2ccc(C(C)(C)C)cc2)c1,16.0%
C/C(=N/NC(=O)c1ccccc1)c1cccs1,0.0%
Cc1cccc(OCC(=O)Nc2cccc(C(=O)O)c2)c1C,1.0%
Cc1ccc(Cl)cc1NC(=O)CSC(N)=O,5.0%
CCOC(=O)C1=C(C)N=c2s/c(=C\c3ccc(I)cc3)c(=O)n2C1c1ccccc1 (centres undefined),12.0%
O=C1/C(=C\c2ccc(-c3ccc([N+](=O)[O-])cc3Br)o2)SC(=S)N1Cc1ccccc1,8.0%
CCOc1cc(/C=N/n2cnnc2)ccc1OCCOc1ccc(Br)cc1,20.0%
COc1cc(C=O)ccc1OCc1ccc(Cl)c(Cl)c1,34.0%
CC(C)(C)c1no[n+]([O-])c1Br,7.0%
O=C(NCc1ccccc1)C(=O)Nc1c(O)c2ccccc2[nH]c1=O,6.0%
Cc1cccc(OCCCOc2ccc(/C=c3\sc4nc5ccccc5n4c3=O)cc2)c1,2.0%
C=CCc1ccc(OCCCOc2ccccc2F)c(OC)c1,8.0%
N#C/C(=C/c1ccc(-c2ccc([N+](=O)[O-])cc2)o1)C(=O)N1CCOCC1,2.0%
COc1ccc(CN2CCN(Cc3cccc(OC)c3OC)CC2)cc1OC,17.0%
COc1ccc(NC2=CC(=O)CC(c3ccco3)C2)c(OC)c1 (centres undefined),0.0%
Clc1ccc(OCc2nc3ccccc3[nH]2)c(Cl)c1,8.0%
COc1ccc(CNC(=S)Nc2ccc(Cl)cc2Cl)cc1,0.0%
O=C(Nc1ccc(Cl)cc1)C(O)c1ccccc1 (centres undefined),10.0%
CCOC(=O)CCC(NC(=O)c1ccc(NCN2C(=O)c3ccccc3C2=O)cc1)C(=O)OCC (centres undefined),6.0%
CCCCOC(=O)NC(Nc1ccc(C)cc1)(C(F)(F)F)C(F)(F)F,0.0%
CCOC(=O)C1=NNC2C(=O)N(c3ccc(C)c(C)c3)C(=O)C12 (centres undefined),22.0%
O=C(Cc1ccc(Cl)cc1)Nc1ccc(-c2nc3ccccc3s2)cc1,20.0%
O=C(NNC(=O)c1ccccc1C(=O)O)c1cccc([N+](=O)[O-])c1,8.0%
CS(=O)(=O)N(CC(=O)Nc1ccccc1Br)c1ccc(Oc2ccccc2)cc1,7.0%
C=CCc1cccc(/C=N/NC(=O)c2cccs2)c1O,25.0%
O=C(Nc1ccc2oc(-c3cccc4ccccc34)nc2c1)c1ccc([N+](=O)[O-])cc1,44.0%
CCOC(=O)COc1ccc(/C=N\n2nnnc2N)cc1OC,0.0%
O=C(Nc1ccccc1I)c1sc2ccccc2c1Cl,16.0%
CN1C(=O)NC(=O)/C(=C\c2cc3c(cc2[N+](=O)[O-])OCO3)C1=O,12.0%
NC(=S)N/N=C/c1ccc(-c2cccc([N+](=O)[O-])c2)o1,6.0%
O=C(NC(=S)Nc1ccccc1)c1ccc(-c2ccccc2)cc1,0.0%
COc1ccc(C2NC(=O)NC(C)=C2C(=O)Nc2cccc(C)c2)cc1OC (centres undefined),6.0%
CCOC(=O)C1=C(C)N=c2s/c(=C/c3ccc(-c4cccc([N+](=O)[O-])c4)o3)c(=O)n2C1c1cccs1 (centres undefined),0.0%
Cc1noc([N+](=O)[O-])c1C=Cc1c(C)nn(-c2ccccc2)c1C,3.0%
Cc1cc(C)cc(OCCOc2c(Cl)cc(Cl)cc2/C=C2\SC(N)=NC2=O)c1,26.0%
CC1CC(=O)C2=C(C1)OC(N)=C(C#N)C2c1ccccc1F (centres undefined),0.0%
CC(=O)Nc1ccc(NC2=C(Cl)C(=O)c3ccccc3C2=O)cc1,11.0%
C=CCOc1ccc(/C=N/NC(=O)CN(Cc2ccccc2)S(=O)(=O)c2ccccc2)cc1,16.0%
CCc1ccc2oc(-c3ccc(C)c(NC(=S)NC(=O)c4ccc(C)c([N+](=O)[O-])c4)c3)nc2c1,23.0%
COc1cccc(N2C(=O)NC(=O)/C(=C/c3cc(OC)c(O)c([N+](=O)[O-])c3)C2=O)c1,9.0%
# The list goes on:
SMILES,RNase H inhibition
CS(=O)(=O)N(Cc1ccccc1)c1ccccc1C(=O)Nc1cccc(C(F)(F)F)c1,6.0%
Cc1c(C)c(C)c(C(=O)Nc2ccc(NC(=O)c3ccccc3)cc2)c(C)c1C,12.0%
COc1ccc(C(=O)Nc2cc([N+](=O)[O-])ccc2C)cc1I,21.0%
CCOc1cccc(NC(=O)/C(C#N)=C\c2ccc(OCC(=O)O)cc2)c1,0.0%
COc1ccc(NC(=O)/C(C#N)=C\c2ccccc2O)cc1,3.0%
COc1ccc2cc(N=CC3=C(O)CC(C)(C)CC3=O)ccc2c1,0.0%
O=C(NC(=S)Nc1ccc2nn(-c3cccc4ccccc34)nc2c1)c1cccc(F)c1,19.0%
O=C(c1ccc(I)cc1)N1CCN(c2ccccc2)CC1,13.0%
CCOC(=O)N(CCCC(=O)OC)CP(=O)(O)O,8.0%
Cc1nc(C)c(/C(O)=C/c2nc3ccccc3[nH]c2=O)o1,7.0%

# Not all compounds are listed (hit frequency here may not be typical).
